High-throughput results (PubChem)
CHO-K1 Ca ag: counter-screen for M1 agonists: effect in parental CHO-K1 cells; Fluo-8 calcium fluorescence; scaled to maximal ATP response, vehicle zero; AID 602248, 2012; activation, % at 3 µM; 360,000 tested, 0.48% active; in the data active = activation above about 15%;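 note: untransfected CHO-K1 host cells lacking M1 receptor as counterscreen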
M1 antag: human M1 muscarinic receptor antagonists, primary screen, CHO-K1 cells, Fluo-8 calcium fluorescence, 1536-well. inhibition, % at 3 µM. 360,000 tested, 1.3% active. CHO-K1 hM1, ACh EC80 antagonist. Muscarinic acetylcholine receptor M1 (Homo sapiens), P11229;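 active = percent inhibition above its own plate's cutoff, namely the mean of that plate's compound wells plus 3 SD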;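 note: peak over basal fluorescence ratio during 140 s after agonist addition; 0% = ACh EC80 plus DMSO and 100% = DMSO alone without agonist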
CHRM4 agonist: human M4 muscarinic receptor agonists, primary screen, CHO-K1 cells, Fluo-8 calcium fluorescence | CHO-K1 hM4/Gqi5; vehicle 0%, full acetylcholine response 100% | activation, % at 3 µM | 360,000 tested, 0.14% active | Muscarinic acetylcholine receptor M4 (Homo sapiens), P08173;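 active = activation above the run mean over all test wells plus 3 SD, cut at about 32% in these data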;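 note: peak over basal fluorescence ratio per well then scaled between controls; 0% = DMSO wells and 100% = acetylcholine at EC100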
Target sequence (P08173 whole entry, looked up): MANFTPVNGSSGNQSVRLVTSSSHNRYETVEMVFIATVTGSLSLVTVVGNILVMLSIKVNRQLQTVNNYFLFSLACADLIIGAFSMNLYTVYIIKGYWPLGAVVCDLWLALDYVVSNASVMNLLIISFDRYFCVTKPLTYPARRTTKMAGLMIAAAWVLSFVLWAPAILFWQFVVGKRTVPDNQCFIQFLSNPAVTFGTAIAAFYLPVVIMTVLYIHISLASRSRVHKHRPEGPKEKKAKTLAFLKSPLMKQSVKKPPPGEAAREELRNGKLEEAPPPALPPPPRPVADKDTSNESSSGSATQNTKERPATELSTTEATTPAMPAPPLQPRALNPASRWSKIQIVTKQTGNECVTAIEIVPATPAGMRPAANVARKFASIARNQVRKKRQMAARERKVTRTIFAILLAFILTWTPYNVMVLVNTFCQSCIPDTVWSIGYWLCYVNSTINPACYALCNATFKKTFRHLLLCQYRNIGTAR
CHRM1 PAM: human M1 muscarinic receptor positive allosteric modulators, primary screen, CHO-K1 cells, Fluo-8 calcium fluorescence, 1536-well. 360,000 tested, 0.088% active. activation, % at 3 µM. CHO-K1 hM1, ACh EC20; 0% = ACh EC20, 100% = maximal ACh. Muscarinic acetylcholine receptor M1 (Homo sapiens), P11229; in the data active = activation above about 19%, passing the limit was not always enough
OXTR potentiate: human OXTR potentiators, primary screen, fluorescence, CHO-OTR cells, Fluo-8 calcium | activation, % at 3 µM | Oxytocin receptor (Homo sapiens), P30559 | 320,000 tested, 0.061% active | Fluo-8 calcium fluorescence, potentiator mode; 0% = oxytocin EC15, 100% = EC100 | AID 2445, 2010;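 active = activation above that plate's cutoff, the mean activation of tested compounds plus 3 SD, cut at about 6.6% in these data, passing the limit was not always enough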;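 note: 100% uses oxytocin at 75 nM as the full agonist control; some results filed as inactive read as strong as hits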
Target sequence (P30559 whole entry, looked up): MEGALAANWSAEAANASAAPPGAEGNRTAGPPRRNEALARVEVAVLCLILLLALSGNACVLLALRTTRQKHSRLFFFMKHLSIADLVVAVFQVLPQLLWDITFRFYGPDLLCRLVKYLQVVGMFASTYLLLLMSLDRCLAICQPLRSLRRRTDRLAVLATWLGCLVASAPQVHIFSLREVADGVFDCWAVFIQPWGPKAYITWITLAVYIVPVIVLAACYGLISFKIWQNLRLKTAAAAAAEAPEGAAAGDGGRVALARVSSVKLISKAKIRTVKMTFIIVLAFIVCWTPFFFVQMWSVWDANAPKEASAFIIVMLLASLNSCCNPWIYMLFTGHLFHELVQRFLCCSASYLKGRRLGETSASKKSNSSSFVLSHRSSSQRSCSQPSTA
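test system = CHO-OTR cells, human receptor | compound = single-point 3.0 µM | schedule = 6 min compound pre-incubation at room temperature, 100 s kinetic read | signal = Fluo-8 no-wash calcium dye fluorescence, excitation 470-495 nm, emission 515-575 nm | repeats = single well per compound, singlicate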
M1 ag: human M1 muscarinic receptor agonists, primary screen, Fluo-8 calcium fluorescence, CHO-K1 cells, HTS; Muscarinic acetylcholine receptor M1 (Homo sapiens), P11229; CHO-K1 hM1, agonist mode; 0% DMSO, 100% acetylcholine EC100; activation, % at 3 µM; 360,000 tested, 0.33% active;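 active = activation above the run's mean compound activation plus 3 SD, cut at about 16% in these data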;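 note: peak over basal fluorescence ratio within a 140 s kinetic read after compound addition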
CHRM4 antagonist: human M4 muscarinic receptor antagonists, primary screen, CHO cells, Fluo-8 calcium fluorescence; Muscarinic acetylcholine receptor M4 (Homo sapiens), P08173; CHO-hM4 cells, ACh EC80; inhibition, % at 3 µM; 360,000 tested, 0.73% active;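 active = inhibition above its plate's cutoff, the mean inhibition of sample wells plus 3 SD, cut at about 27% in these data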;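 note: 0% = acetylcholine EC80 with DMSO and 100% = DMSO without agonist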
CHO parental Ca: ATP-evoked calcium signal inhibitors, parental CHO, primary screen, counter-screen for OX1R antagonist project, cell-based, fluorescence, Fluo-8 calcium dye; inhibition, % at 5.6 µM; AID 463079, 2010; parental CHO-K1, ATP-induced calcium, Fluo-8 fluorescence; 330,000 tested, 0.63% active;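 active = inhibition above that plate's mean sample inhibition plus 3 SD, cut at about 26% in these data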;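 note: 0% = ATP-challenged DMSO wells and 100% = DMSO wells without ATP; some compounds past the cut are filed as inactive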
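Material: parental CHO cells / Compound: single nominal dose of 5.6 µM per compound / Signal: Fluo-8 fluorescence / Replicates: singlicate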
CHO-K1 Ca antag: M1 antagonist counterscreen hit in parental CHO-K1 cells; ATP-induced calcium, Fluo-8 fluorescence; inhibition, % at 3 µM; 360,000 tested, 0.6% active; AID 602250;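 active = inhibition above a per-plate cutoff, the plate's mean sample inhibition plus 3 SD, cut at about 24% in these data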;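 note: 0% = DMSO plus EC80 ATP and 100% = DMSO alone without ATP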
The depositor's hits bear a star; · = no result given.

| SMILES | CHO-K1 Ca ag | M1 antag | CHRM4 agonist | CHRM1 PAM | OXTR potentiate | M1 ag | CHRM4 antagonist | CHO parental Ca | CHO-K1 Ca antag |
| --- | --- | --- | --- | --- | --- | --- | --- | --- | --- |
| O=c1c2ccccc2ncn1-c1cccc([N+](=O)[O-])c1 | 2.4 | -8 | 8 | 9 | -6 | -2 | 11 | 9 | -10 |
| CN1CCCCc2c1nc1ccccc1c2N (tested in a mixture with another compound) | 0.3 | -3 | 1 | 3 | -6 | -6 | -17 | 5 | -7 |
| COc1ccc(C(=O)N/C(=C/c2cccnc2)C(=O)N2CCN(C)CC2)cc1OC | 0.6 | -8 | 0 | 14 | -5 | -2 | -4 | -4 | 4 |
| CN1CCOc2cc(S(=O)(=O)NCc3ccc(S(N)(=O)=O)cc3)ccc21 | 0.9 | -2 | 0 | 4 | -2 | -2 | 12 | 4 | 2 |
| CCOC(=O)N1CCN(C(=O)c2ccccc2NS(=O)(=O)c2ccc(C)cc2)CC1 | 0.2 | -3 | 2 | 6 | -3 | -3 | -6 | -10 | 12 |
| N#Cc1cc(Oc2cccnc2)c(Oc2cccnc2)cc1C#N | 0.1 | -20 | 1 | 4 | -6 | -3 | -2 | 3 | -6 |
| O=C(CSc1nnc(-c2cccnc2)n1-c1ccccc1)N1CCN(c2ccc(F)cc2)CC1 | 0.3 | -24 | 2 | 0 | -3 | -7 | -3 | -13 | 0 |
| CCC1NC(=O)c2ccccc2N1c1cccc(Cl)c1 (stereo unspecified) | -0.1 | -8 | 1 | 9 | -6 | -7 | 7 | -11 | 0 |
| O=C(Nc1cccc(-c2nnc(-c3ccccc3)o2)c1)C1CCCO1 (stereo unspecified) | 6.6 | 27 | 18 | -18 | -10 | 1 | 11 | -11 | -6 |
| COc1ccc(OCC(=O)NC(=S)Nc2ccc(N3CCOCC3)c(Cl)c2)cc1 | 2.0 | 10 | 9 | -1 | -30 | 3 | 8 | -1 | -7 |
| CC(=O)NC(c1cccc(F)c1)c1nc(-c2cc3ccccc3o2)cs1 (stereo unspecified) | 0.4 | -7 | 2 | 2 | · | -1 | -9 | · | -16 |
| Cc1c(C(=O)OC/C(O)=C(\C#N)c2nc3ccccc3[nH]2)oc2ccccc12 | 0.0 | 15 | 1 | -4 | -11 | -3 | -6 | 0 | -10 |
| COc1ccc(NC(=O)CSc2nccn2Cc2ccc(F)cc2)c(OC)c1 | 3.5 | -16 | 2 | 10 | 2 | 0 | 1 | -11 | -1 |
| COC(c1ccccc1)c1nnc(CCC(=O)N(C)Cc2cccc(-n3cccn3)c2)o1 (stereo unspecified) | 1.0 | -6 | 2 | 6 | -1 | -3 | 0 | -19 | 6 |
| COc1ccc(Nc2nc(C)nc3c2oc2ccccc23)c(OC)c1 | 0.2 | 2 | 1 | -5 | 6 | -4 | 5 | -17 | 1 |
| CCCN(CCC)S(=O)(=O)c1ccc(NC(=O)C2CCCO2)cc1 (stereo unspecified) | 0.6 | -40 | 1 | 2 | -11 | -5 | 3 | 4 | -9 |
| COc1ccccc1C(=O)Nc1nnc(S(=O)(=O)N2CCCCC2)s1 | 0.7 | 9 | 2 | 1 | -4 | -1 | -14 | -12 | 3 |
| Cc1cc(C)c(NC(=O)C2CCCN2CCC(C)C)c(C)c1 (stereo unspecified) | 0.7 | -2 | 0 | 3 | -11 | -3 | 0 | -3 | -6 |
| CN(C)C(=O)c1cccc(-c2cnc3c(NC=O)cc(-c4cc(F)c(F)c(F)c4)cn23)c1 | 7.0 | 7 | 10 | 0 | · | 4 | 9 | · | 5 |
| O=C1CCCN1CC(O)CS(=O)(=O)Cc1ccc(Cl)cc1Cl (stereo unspecified) | 1.5 | -12 | 0 | 5 | -7 | -6 | 1 | -5 | -4 |
| C/C(=N\N1CCN(c2ccccc2)CC1)c1ccncc1 | 0.4 | -3 | 1 | 4 | 2 | -3 | -4 | -2 | -1 |
| CCOc1ccccc1-n1cnc(C#N)c1N | 0.4 | 2 | 1 | 1 | 1 | -3 | 10 | -11 | -6 |
| CC1(C)CC(=O)C2=C(C1)N(c1ccc(F)cc1)C(=O)NC2(C(F)(F)F)C(F)(F)F | 0.2 | 9 | 2 | -3 | -4 | -5 | 7 | -13 | 0 |
| COc1cc2c(=O)n(Cc3ccccc3)c(=O)n(CC(=O)NCCc3ccccc3)c2cc1OC | 0.3 | -11 | 1 | 11 | -2 | -1 | 13 | -15 | -7 |
| COC(=O)CN1CCN(C(=O)c2ccco2)CC1 | 0.2 | -12 | 3 | -1 | -5 | -2 | 4 | 2 | 5 |
| CCCCn1c(N)c(N(C(=O)CSc2nnc(C)n2-c2ccccc2)C2CCCC2)c(=O)[nH]c1=O | -0.2 | -2 | 0 | 3 | 1 | -3 | 15 | -15 | 13 |
| O=C1CCCN1CC(O)CS(=O)(=O)Cc1ccc(Cl)cc1 (stereo unspecified) | 10 | -12 | 0 | 10 | -1 | 5 | 1 | -7 | -2 |
| CCOC(=O)Cc1csc(NC(=O)CSc2nnc(-c3ccc(OC)cc3)n2C)n1 | 0.6 | -3 | 1 | 3 | -10 | -2 | -4 | -15 | 0 |
| O=C(NCc1ccc(F)cc1)C1CCN(S(=O)(=O)c2ccc(N3CCCC3=O)cc2)CC1 | 6.4 | -8 | 9 | -2 | · | 0 | -13 | · | 11 |
| N#CCC(=O)N1CCN(Cc2ccc3c(c2)OCO3)CC1 | 0.3 | -20 | 0 | 18 | -5 | 0 | 7 | -12 | 4 |

(cont.)
The line under a structure holds: CHO-K1 Ca ag, M1 antag, CHRM4 agonist, CHRM1 PAM, OXTR potentiate, M1 ag, CHRM4 antagonist, CHO parental Ca, CHO-K1 Ca antag
- Cc1cc(C(=O)COC(=O)c2ccc[nH]c2=O)c(C)n1-c1ccc(F)cc1
  0.0, -1, 1, -1, -4, -8, -2, -29, 3
- O=C(OCc1cn(-c2ccc(Cl)c(Cl)c2)nn1)c1ccccc1
  0.0, -4, 0, 11, 0, -6, -3, -8, 2
- Cc1cccc(C)c1OCc1cc(C(=O)N2CCCCCCC2)no1
  -0.3, 8, 1, -1, -16, -5, -6, -17, 16
- CC1CCN(C(=O)c2ncn3c2c(=O)[nH]c2ccc(Br)cc23)CC1
  1.3, -16, 2, 9, ·, -3, -13, ·, -13
- CCOc1ccc(/C=N/NC(=O)c2c(C)n(C)c3ccc(OC)cc23)cc1
  0.4, -8, 1, 2, -5, -4, 7, -17, 12
- O=C(CCc1ccc(O)c(O)c1)N/N=C/c1cc2c(cc1[N+](=O)[O-])OCO2
  0.8, -11, 1, 5, ·, -3, 2, ·, -10
- CC1(C(=O)NS(=O)(=O)c2ccc(Cl)cc2)CCN1C(=O)CCc1cccs1 (stereo unspecified)
  0.2, -12, 1, 4, ·, 0, -23, ·, -9
- CC(=O)Nc1ccc(NC(=O)C(C)N(C)CC(=O)Nc2ccccc2Br)cc1 (stereo unspecified)
  0.7, -12, 1, 10, ·, 2, 0, ·, 11
- CCOC(=O)CNC(=O)CSc1ncnc2c1cnn2-c1ccc(Cl)cc1
  0.3, -10, 1, 4, -4, -1, -14, -4, 0
- O=C(CSC(=S)N1CCOCC1)c1cc2ccccc2oc1=O
  0.8, -28, 3, 20, -9, -2, -4, -11, -10
- O=C(CC1CCCCC1)OCn1nnc2ccccc2c1=O
  -0.4, -18, 6, 4, -2, 1, -7, -8, 2
- CC(NC(=O)CCc1nnc(CCCc2ccccc2)o1)c1ccccc1 (stereo unspecified)
  -0.2, 17, 0, -7, -8, -7, 4, -16, 6
- Cc1ccsc1/C=N/n1c(C2CCCCC2)n[nH]c1=S
  -0.3, 20, -1, -12, -4, -6, 17, -2, 8
- CCN(CC)CCCNC(=O)c1cc2c(=O)[nH]c3ccc(C)cc3c2s1
  0.5, -13, 0, 8, ·, -10, 8, ·, -12
- COc1cccc(C2C(C#N)=C(N)Oc3c2oc(CO)cc3=O)c1 (stereo unspecified)
  0.2, -10, 1, 5, 1, -4, -6, 9, 6
- C#CCOCCOCCOCCNc1nc(N2CCN(C(=O)[C@H](C)n3cc(CCCN=C(N)N)nn3)CC2)nc(N2CCN(C(=O)[C@H](C)n3cc(CCCN=C(N)N)nn3)CC2)n1
  2.3, -15, 2, 7, -7, -10, 1, -4, -13
- Cc1cccc(-c2noc(CNC(=O)Nc3ccc(F)cc3)n2)c1
  2.7, 2, 4, -1, -13, -4, -3, -4, 4
- CCc1cc(C(=O)NCC(C)(C)N2CCOCC2)sc1C
  1.0, -6, 0, 2, 9, -5, -3, -16, -4
- Cc1cc(C)c(NC(=O)CCCSc2nnc(N)s2)c(C)c1
  0.1, 4, 1, -1, -8, 0, 8, -14, -12
- S=c1[nH]nc(-c2ccc(Cl)cc2)n1CCCN1CCOCC1
  0.7, -3, 1, 11, -11, -12, -4, -9, -10

Brought forward from above: five entries; new compounds follow.
The line under a structure holds: CHO-K1 Ca ag, M1 antag, CHRM4 agonist, CHRM1 PAM, OXTR potentiate, M1 ag, CHRM4 antagonist, CHO parental Ca, CHO-K1 Ca antag
- C#CCOCCOCCOCCNc1nc(N2CCN(C(=O)[C@H](C)n3cc(CCCN=C(N)N)nn3)CC2)nc(N2CCN(C(=O)[C@H](C)n3cc(CCCN=C(N)N)nn3)CC2)n1
  2.3, -15, 2, 7, -7, -10, 1, -4, -13
- Cc1cccc(-c2noc(CNC(=O)Nc3ccc(F)cc3)n2)c1
  2.7, 2, 4, -1, -13, -4, -3, -4, 4
- CCc1cc(C(=O)NCC(C)(C)N2CCOCC2)sc1C
  1.0, -6, 0, 2, 9, -5, -3, -16, -4
- Cc1cc(C)c(NC(=O)CCCSc2nnc(N)s2)c(C)c1
  0.1, 4, 1, -1, -8, 0, 8, -14, -12
- S=c1[nH]nc(-c2ccc(Cl)cc2)n1CCCN1CCOCC1
  0.7, -3, 1, 11, -11, -12, -4, -9, -10
- COc1ccc(C)cc1NC(=O)CN1CCN(S(=O)(=O)c2ccc(C(C)C)cc2)CC1
  -0.2, -19, 0, 3, -13, -3, -10, -24, -16
- Cc1cccc(-n2c(SCC(=O)N3CCCC3)nc3n[nH]c(C)c3c2=N)c1
  -0.5, -12, -1, 3, 2, -12, -13, -28, -19
- O=C(N/N=C/c1cccnc1)c1ccc([N+](=O)[O-])cc1
  0.5, 0, 1, 3, 0, -4, -3, -2, -5
- Cc1ccc(C(=O)COC(=O)CNC(=O)C(c2ccccc2)c2ccccc2)cc1[N+](=O)[O-]
  0.0, 7, 2, -6, -17, -4, 3, -24, 15
- C/C(=N\NC(=O)c1ccco1)c1ccc(NC(=O)C(F)(F)F)cc1
  0.1, -1, 0, 1, ·, -3, 1, ·, -7
